mIAP act = increases mouse intestinal alkaline phosphatase activity. hit rate 0.24% among 330,000. muIAP, CDP-Star luminescence, 30 min; stronger effect = higher value; 1 = vehicle-only enzyme signal, 0 = enzyme-free wells. activation factor at 10 µM;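 active = activation factor of at least 2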; also: the source names both 10 and 20 µM as test concentration; values of inactives mirror those of a sister screen read the other way
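System: Mouse IAP enzyme | Also added: CDP-Star substrate | Dosing: Compounds dispensed in DMSO | Schedule: 30 min enzyme-substrate-compound incubation at room temperature | Technique: Chemiluminescence readout | Control set: DMSO-only wells and no-enzyme negative control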
ATG4B inh = inhibitors of human ATG4B cysteine protease. Q9Y4P1. ATG4B cleavage of LC3-PLA2, NBD-HPC fluorescence, 1 h. inhibition, % at 8.33 µM. hit rate 0.51% among 340,000; in the data active = inhibition above about 40%
Target sequence (Q9Y4P1 whole entry, looked up): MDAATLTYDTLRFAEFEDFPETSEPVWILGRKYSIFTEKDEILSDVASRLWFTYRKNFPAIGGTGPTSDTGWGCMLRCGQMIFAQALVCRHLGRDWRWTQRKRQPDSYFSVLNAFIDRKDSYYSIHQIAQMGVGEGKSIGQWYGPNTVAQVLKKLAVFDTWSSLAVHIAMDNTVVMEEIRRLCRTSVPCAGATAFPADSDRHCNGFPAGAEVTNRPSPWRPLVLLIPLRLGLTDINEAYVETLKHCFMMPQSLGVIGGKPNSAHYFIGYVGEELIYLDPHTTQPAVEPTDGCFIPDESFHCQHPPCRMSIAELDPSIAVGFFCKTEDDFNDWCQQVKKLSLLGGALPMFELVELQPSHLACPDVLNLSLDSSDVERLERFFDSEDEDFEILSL
TIM10 inh = growth inhibitors of TIM10 yeast strain; S. cerevisiae TIM10 strain growth, BacTiter-Glo luminescence, 24 h; inhibition, % at 10 µM; hit rate 1.4% among 330,000; AID 463195;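 active = inhibition of 40% or more at the single tested concentration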;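 also: wild-type TIM10 isogenic control strain grown at permissive 25 °C; 0% = DMSO yeast wells and 100% = minimal medium wells without yeast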
NALP3 yeast inh = blocks the NALP3 inflammasome reconstituted in yeast. hit rate 0.39% among 330,000. inhibition, % at 10 µM. Yeast reconstituted NLRP3/ASC/caspase-1, beta-gal luminescence, 24 h;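 active = inhibition of 50% or more; inactive = inhibition below 50%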;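 also: plate controls were induced DMSO wells for no effect and uninduced yeast grown without galactose for full effect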
hIAP block = human IAP inhibition. P09923. purified IAP, CDP-Star luminescence, 30 min. inhibition, % at 10 µM. hit rate 0.12% among 330,000;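 active = inhibition reaching a set limit with compound at 10 µM in the primary screen, cut at about 35% in these data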;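 also: plate controls were DMSO wells with enzyme for no effect and no-enzyme buffer wells for full effect; values of inactives mirror those of a sister screen read the other way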
Target sequence (P09923 whole entry, looked up): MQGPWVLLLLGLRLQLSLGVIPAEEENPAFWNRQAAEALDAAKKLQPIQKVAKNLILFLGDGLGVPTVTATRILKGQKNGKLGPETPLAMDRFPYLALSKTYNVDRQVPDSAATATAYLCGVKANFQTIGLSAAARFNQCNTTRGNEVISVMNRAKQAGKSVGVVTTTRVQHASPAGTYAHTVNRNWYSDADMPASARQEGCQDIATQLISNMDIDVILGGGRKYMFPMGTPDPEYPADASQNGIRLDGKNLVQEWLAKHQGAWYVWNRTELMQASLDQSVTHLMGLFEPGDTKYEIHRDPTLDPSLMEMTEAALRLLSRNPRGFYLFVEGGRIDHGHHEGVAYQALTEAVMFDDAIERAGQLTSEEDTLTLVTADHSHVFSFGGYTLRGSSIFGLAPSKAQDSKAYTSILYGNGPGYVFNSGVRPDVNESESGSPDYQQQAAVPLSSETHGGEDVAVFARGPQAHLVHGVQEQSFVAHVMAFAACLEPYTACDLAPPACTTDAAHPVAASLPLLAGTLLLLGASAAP
Apaf-1 inh = inhibitors of human Apaf-1 apoptosome. O14727. reconstituted apoptosome caspase-3 activity, DEVD-Rh110 fluorescence. inhibition, % at 20 µM. hit rate 0.71% among 330,000; active = inhibition of at least 40% at 20 µM;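 also: plate controls were DMSO wells for no effect and DEVD-CHO caspase inhibitor wells for full effect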
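Assay system – apoptosome proteins · Medium – Hepes buffer, pH 7.5 · Also added – cytochrome c with DEVD-Rh110 · Timing – 30 min compound preincubation, 50 min activation, room temperature · Detection – Rh110 fluorescence, excitation 480 nm, emission 540 nm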
hIAP activ = increases human intestinal alkaline phosphatase activity. purified human IAP, CDP-Star luminescence, 30 min; stronger effect = higher value; 1 = vehicle-only enzyme, 0 = enzyme-free background. P09923. hit rate 0.16% among 330,000. activation factor at 10 µM;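 active = activation factor of the enzyme at least 2-fold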; also: the source names both 10 and 20 µM as test concentration; values of inactives mirror those of a sister screen read the other way
mIAP inh = blocks mouse intestinal alkaline phosphatase; purified mouse IAP, CDP-Star luminescence, 30 min; inhibition, % at 10 µM; hit rate 0.2% among 330,000; AID 2806;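 active = inhibition of at least 40% at 10 µM in the primary screen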;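 also: plate controls were DMSO with enzyme for no effect and no enzyme wells for full effect; values of inactives mirror those of a sister screen read the other way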
tim10-1 inh = growth inhibitors of tim10-1 mutant yeast. hit rate 2.2% among 330,000. S. cerevisiae tim10-1 ts strain growth, BacTiter-Glo, 24 h. inhibition, % at 20 µM;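 active = inhibition of at least 40%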;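 also: mutant grown at 25 °C; 0% = DMSO wells with yeast and 100% = wells holding no yeast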
The depositor's hits bear a star.

SMILES	mIAP act	ATG4B inh	TIM10 inh	NALP3 yeast inh	hIAP block	Apaf-1 inh	hIAP activ	mIAP inh	tim10-1 inh
COc1cc(/C=N/NC(=O)CCc2c(C)n[nH]c2C)ccc1O	0.96	-11	10	-20	-8	0	1.1	4	12
CCOc1c(S(=O)(=O)N2CCCC2)ccc(Cl)c1Cl	1	0	-14	21	-16	6	1.2	-4	17
O=C(c1ccccc1Cc1ccccc1)N1CCN(S(=O)(=O)c2ccc(F)cc2)CC1	1	-6	6	4	3	14	0.97	-2	12
CC(C)(C)c1ccc(C(=O)NC(=S)Nc2sc3c(c2C#N)CCC3)cc1	0.71	5	-1	0	15	27	0.85	29	36
O=C(/C=C/c1ccccc1)Nc1cc(C(=O)O)cc(C(=O)O)c1	0.93	0	5	2	-4	-3	1	7	11
O=C1NC(=Nc2ccccc2Cl)S/C1=C\c1ccc(C(=O)O)cc1	0.93	-1	3	4	19	2	0.81	7	-6
COc1ccc(/C=N\NC(=O)c2cccc(F)c2)cc1COc1ccccc1	0.9	-12	-8	21	-11	12	1.1	10	-1
COc1ccc(C(C)=O)cc1CC(=O)N(Cc1ccccc1)c1ccccc1	0.97	2	16	16	16	19	0.84	3	-1
CC1CCCCC1NC(=O)CCNS(=O)(=O)c1ccc2c(c1)CCC(=O)N2 (stereo not given)	1	0	-1	8	-13	0	1.1	-5	-4
COc1ccc(/C=C2\SC(=S)N(CCCC(=O)Nc3ccc(O)cc3)C2=O)cc1	1	-7	2	11	5	-2	0.95	-3	19
CNCc1ccccc1OCC(=O)Nc1ccccc1OC	1	-2	10	12	-13	-15	1.1	-5	9
CCOC(=O)c1cnc(Nc2nc3ccccc3o2)nc1CSc1nnc(C)s1	1.1	-8	10	9	-30	24	1.3	-5	50*
COc1ccc(N(C(=O)c2ccccc2)S(=O)(=O)c2cccs2)cc1	0.91	-6	2	12	9	20	0.91	9	22
O=C(Cn1cnc(S(=O)(=O)N2CCOCC2)c1)Nc1ccc(OC(F)(F)F)cc1	1	21	-1	27	12	13	0.88	-2	-5
COc1ccc(N(CCCN2C(=O)c3cccc4cccc(c34)C2=O)C(=O)c2cccc(OC)c2)cc1	0.91	-14	9	20	-1	16	1	9	24

Entries of single compounds, quoted from the list:
CCOC(=O)c1cnc(Nc2nc3ccccc3o2)nc1CSc1nnc(C)s1 in the list: mIAP act = 1.1; ATG4B inh = -8; TIM10 inh = 10; NALP3 yeast inh = 9; hIAP block = -30; Apaf-1 inh = 24; hIAP activ = 1.3; mIAP inh = -5; tim10-1 inh = 50*
COc1ccc(/C=C2\SC(=S)N(CCCC(=O)Nc3ccc(O)cc3)C2=O)cc1 in the list: mIAP act = 1; ATG4B inh = -7; TIM10 inh = 2; NALP3 yeast inh = 11; hIAP block = 5; Apaf-1 inh = -2; hIAP activ = 0.95; mIAP inh = -3; tim10-1 inh = 19

A stretch taken from the entries so far, for reference:
SMILES	mIAP act	ATG4B inh	TIM10 inh	NALP3 yeast inh	hIAP block	Apaf-1 inh	hIAP activ	mIAP inh	tim10-1 inh
CCOc1c(S(=O)(=O)N2CCCC2)ccc(Cl)c1Cl	1	0	-14	21	-16	6	1.2	-4	17
O=C(c1ccccc1Cc1ccccc1)N1CCN(S(=O)(=O)c2ccc(F)cc2)CC1	1	-6	6	4	3	14	0.97	-2	12
CC(C)(C)c1ccc(C(=O)NC(=S)Nc2sc3c(c2C#N)CCC3)cc1	0.71	5	-1	0	15	27	0.85	29	36
O=C(/C=C/c1ccccc1)Nc1cc(C(=O)O)cc(C(=O)O)c1	0.93	0	5	2	-4	-3	1	7	11
O=C1NC(=Nc2ccccc2Cl)S/C1=C\c1ccc(C(=O)O)cc1	0.93	-1	3	4	19	2	0.81	7	-6
COc1ccc(/C=N\NC(=O)c2cccc(F)c2)cc1COc1ccccc1	0.9	-12	-8	21	-11	12	1.1	10	-1
COc1ccc(C(C)=O)cc1CC(=O)N(Cc1ccccc1)c1ccccc1	0.97	2	16	16	16	19	0.84	3	-1
CC1CCCCC1NC(=O)CCNS(=O)(=O)c1ccc2c(c1)CCC(=O)N2 (stereo not given)	1	0	-1	8	-13	0	1.1	-5	-4
COc1ccc(/C=C2\SC(=S)N(CCCC(=O)Nc3ccc(O)cc3)C2=O)cc1	1	-7	2	11	5	-2	0.95	-3	19
CNCc1ccccc1OCC(=O)Nc1ccccc1OC	1	-2	10	12	-13	-15	1.1	-5	9
CCOC(=O)c1cnc(Nc2nc3ccccc3o2)nc1CSc1nnc(C)s1	1.1	-8	10	9	-30	24	1.3	-5	50*
COc1ccc(N(C(=O)c2ccccc2)S(=O)(=O)c2cccs2)cc1	0.91	-6	2	12	9	20	0.91	9	22
O=C(Cn1cnc(S(=O)(=O)N2CCOCC2)c1)Nc1ccc(OC(F)(F)F)cc1	1	21	-1	27	12	13	0.88	-2	-5

Additional entries:
SMILES	mIAP act	ATG4B inh	TIM10 inh	NALP3 yeast inh	hIAP block	Apaf-1 inh	hIAP activ	mIAP inh	tim10-1 inh
O=C(CSc1ccc(F)cc1)Nc1ccc2c(c1)C(=O)NC2=O	1	-1	3	15	17	4	0.83	0	2
CCC(C)CN1CCC(CO)(Cc2ccccc2Cl)CC1 (stereo not given)	1	0	-7	14	-10	2	1.1	-2	-7
Cc1ccc(-c2cc(C(=O)N3CCCCCC3)no2)cc1	1	11	-9	36	1	9	0.99	-4	15
COC(=O)c1ccc(Cn2nc(-c3ccccc3)ccc2=O)cc1	1	-6	9	32	10	6	0.9	-3	15
Oc1cccc(/C=N/Nc2cc(N3CCOCC3)nc(N3CCOCC3)n2)c1	1.1	-20	-18	7	0	10	1	-10	-7
c1csc(CNCCCN2CCOCC2)c1	1	-13	4	5	1	10	0.99	-4	2
COC(=O)CSc1nnc(-c2ccncc2)n1N	0.94	2	2	-9	4	-2	0.96	6	8
CC(=O)N(\C=C/C=C/C=C1\Sc2ccccc2C1=O)c1ccccc1	0.77	17	33	26	7	28	0.93	23	41*
COc1ccccc1CCC(=O)Nc1ccc2c(c1)CN(Cc1ccc(C)o1)CC2	1	2	13	5	13	13	0.87	-2	-4
Cc1ccc(NC(=S)NC(CO)C(O)c2ccc([N+](=O)[O-])cc2)cc1 (stereo not given)	1.1	-1	-7	18	-4	2	1	-12	-14
COc1ccc(CNC(=O)C(=O)NCCC2CCCCN2S(=O)(=O)c2ccc(C)cc2)cc1 (stereo not given)	0.9	0	-165	17	-4	8	1	10	-18
CC(C)(C)NC(=O)Cn1cnc2cc([N+](=O)[O-])ccc2c1=O	1	-5	8	-2	16	-5	0.84	0	4
COc1ccc(CC(=O)Nc2nc(C)cs2)cc1	1	-2	0	5	-26	1	1.3	0	12
CC(=O)C1C(=O)c2c(cccc2[N+](=O)[O-])C1=Nc1cccc(Cl)c1 (stereo not given)	0.89	-7	2	-9	12	-12	0.88	11	1
COC(=O)c1ccc(COC(=O)C(CCSC)NC(=O)COc2ccccc2)cc1 (stereo not given)	0.94	-2	8	5	-14	19	1.1	6	15
Cc1ccc2nc(/C(C#N)=C\c3ccc([N+](=O)[O-])o3)[nH]c2c1	0.79	1	84*	-15	8	18	0.92	21	17
CCCOC(=O)CSc1nc(N)c(C#N)c(CC)c1C#N	1	-7	-8	-6	0	15	1	0	25
Cc1ccc([N+](=O)[O-])cc1NC(=O)c1cccs1	1	-1	13	14	12	-5	0.88	-4	7
Cc1cccc(NC(=O)CSc2nc(N)c(NC(=O)c3cccs3)c(=O)[nH]2)c1	0.99	-15	-2	12	10	14	0.9	1	-8
O=C(CN1CCN(c2ccccc2)CC1)Nc1ccc(Oc2ccccc2)cc1	1	-13	31	11	20	26	0.8	-2	33
Cc1ccc(N2CC(C(=O)Nc3cc(C)ccc3F)CC2=O)cc1 (stereo not given)	0.94	-10	1	28	-3	1	1	6	14
Cc1ccc(S(=O)(=O)N2CCN(C(=O)CSc3n[nH]c(N)n3)CC2)c(C)c1	0.98	2	0	7	-10	-8	1.1	2	-15
Cc1ccc(S(N)(=O)=O)cc1	1	6	7	-7	3	5	0.97	-1	-22
CC1(C)OC(=O)C(=CNc2cccc(O)c2)C(=O)O1	0.98	-6	-8	4	5	-9	0.95	2	-16
COc1ccccc1N1CCN(S(=O)(=O)c2ccc(-n3cnnn3)c(C)c2)CC1	1.2	-7	-7	-18	-12	6	1.1	-16	9
CCN(Cc1nc2ccccc2c(=O)[nH]1)C(=O)CN1C(=O)NC2(CCCCC2C)C1=O (stereo not given)	1	-2	-2	31	1	-7	0.99	-4	9
O=c1[nH]c(C2CCN(S(=O)(=O)c3cccc(Cl)c3)CC2)nc2c1nnn2Cc1ccccc1	0.95	-16	9	6	-7	30	1.1	5	0
O=C1c2ccc([N+](=O)[O-])cc2C(=O)N1c1ccc(Cl)cn1	1.1	-4	4	8	-10	5	1.1	-10	3
Cc1c(NC(=O)CN(c2ccc(F)cc2)S(=O)(=O)c2ccccc2)c(=O)n(-c2ccccc2)n1C	0.9	3	6	11	-17	5	1.2	10	4
CCOC(=O)C1=C(COC(=O)/C=C/c2cc(OC)c(OC)c(OC)c2)NC(=O)NC1C (stereo not given)	0.95	-3	7	16	-25	16	1.2	5	-5
CC1Cc2ccccc2N1C(=O)CSc1nc2ccccc2s1 (stereo not given)	0.97	10	28	5	5	13	0.95	3	9
O=C(NCCc1nnc2ccc(N3CCCC3)nn12)c1ccccc1	1.1	4	6	0	24	7	0.76	-6	1
Cc1ccc(NC(=O)c2nc[nH]c2C(=O)N2CCN(c3ccccc3)CC2)cc1	0.9	2	19	19	-15	13	1.1	10	15
COc1ccc(S(=O)(=O)Nc2nncs2)cc1	0.9	-9	-3	6	4	0	0.96	10	8
CO[C@H]1O[C@H](C)[C@@H](O)C[C@H]1NC(=O)OCc1ccccc1	0.97	-1	-2	14	7	-5	0.93	3	-2
Cc1ccc(N(C(=O)c2csnn2)C(C(=O)NC2CCCC2)c2cccnc2)cc1 (stereo not given)	0.9	-4	7	2	-20	1	1.2	10	-16
CC1Cc2ccccc2N1C(=O)CN(C)CC(=O)Nc1cccc(F)c1 (stereo not given)	0.97	2	4	5	-19	-6	1.2	3	21
COc1cc(C2N(C)CCC3(OCCO3)C2(C)C)cc(OC)c1OC (stereo not given)	1	-5	-14	7	-12	-1	1.1	-1	-18
COc1ccccc1C(C)NC(=O)c1ccc(C)o1 (stereo not given)	0.89	1	-6	2	1	-14	0.99	11	0
Cn1c(SCc2ccc(F)cc2)nnc1-c1cccs1	1.1	3	6	12	0	-4	1	-5	28
Cc1ccc(C)c(OCCn2cc(/C=C(\C#N)C(=O)NCC3CCCO3)c3ccccc32)c1 (stereo not given)	0.89	0	11	9	12	20	0.88	11	28
Cc1cc(S(=O)(=O)N2CCOCC2)ccc1OCC(=O)Nc1ccc(F)cc1	1	-13	11	17	5	2	0.95	-3	-8
O=C(NCC1CCCCC1)c1cc(Br)ccc1Cl	0.96	3	29	-32	10	13	0.9	4	5
CC(NC(=O)c1ccc(NC(=O)CC2SC(N3CCCC3)=NC2=O)cc1)c1ccc(F)cc1 (stereo not given)	1.1	-6	4	10	3	6	0.97	-14	8
COc1cc(C2Sc3ccccc3NC3=C2C(=O)OC3)cc(OC)c1OC (stereo not given)	1.1	-20	6	-1	3	5	0.97	-11	14
Cc1nc(-c2ccccc2)cn2c1nc1ccccc12	0.96	1	39	10	10	-2	0.9	4	41*
